ROC1-CUL1 inh: inhibitors of human ROC1-CUL1 ubiquitin ligase activity | in vitro K48 di-Ub FRET, acceptor:donor ratio, 45 min | AID 1347404 | 140,000 compounds, 0.6% hits | inhibition, % at 10 µM; in the data active = inhibition above about 25%
Target sequence (P62877 whole entry, looked up): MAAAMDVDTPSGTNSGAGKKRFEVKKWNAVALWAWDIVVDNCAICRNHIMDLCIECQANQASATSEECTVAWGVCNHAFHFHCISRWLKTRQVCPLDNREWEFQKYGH
Target sequence (Q13616 whole entry, looked up): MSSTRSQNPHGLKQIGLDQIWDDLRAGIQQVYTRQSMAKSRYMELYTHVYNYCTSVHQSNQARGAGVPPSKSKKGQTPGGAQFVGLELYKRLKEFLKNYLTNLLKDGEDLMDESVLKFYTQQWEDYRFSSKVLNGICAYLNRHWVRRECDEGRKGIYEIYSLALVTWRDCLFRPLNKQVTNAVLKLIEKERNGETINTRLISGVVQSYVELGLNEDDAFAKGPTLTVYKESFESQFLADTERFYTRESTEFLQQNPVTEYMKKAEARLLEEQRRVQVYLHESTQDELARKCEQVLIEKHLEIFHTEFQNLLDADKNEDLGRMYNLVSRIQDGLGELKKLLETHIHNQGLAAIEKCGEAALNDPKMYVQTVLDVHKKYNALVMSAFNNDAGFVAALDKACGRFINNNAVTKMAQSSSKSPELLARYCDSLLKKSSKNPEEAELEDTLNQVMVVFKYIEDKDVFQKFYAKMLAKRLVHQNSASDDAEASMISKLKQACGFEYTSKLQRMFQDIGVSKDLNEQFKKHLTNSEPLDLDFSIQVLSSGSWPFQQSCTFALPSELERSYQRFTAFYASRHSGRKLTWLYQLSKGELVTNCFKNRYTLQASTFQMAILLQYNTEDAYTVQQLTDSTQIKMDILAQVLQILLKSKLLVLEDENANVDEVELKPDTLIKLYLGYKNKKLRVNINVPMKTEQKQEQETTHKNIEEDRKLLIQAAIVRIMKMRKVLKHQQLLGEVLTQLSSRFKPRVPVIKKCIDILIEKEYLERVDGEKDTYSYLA
* hit, by the source's call. These rows are one share of the data; rates above refer to the full screens.

SMILES	ROC1-CUL1 inh
COc1cccc(C(=O)NCC2CCCN(C(=O)CC3CCCC3)C2)c1OC (stereo not given)	-4
CSC1=NC(=O)N(c2ccccc2)C(=O)C1C#N (stereo not given)	2
O=C(NCc1cccnc1)C1CCCN(C2CCN(C3CCCC3)CC2)C1 (stereo not given)	-10
CC(Oc1ccc(F)cc1)c1nn2c(-c3ccc(C(F)(F)F)cc3)nnc2s1 (stereo not given)	-3
O=C(Nc1ccccc1)N(CCCN1CCOCC1)Cc1ccccc1F	-2
COc1ccccc1C1Oc2ccccc2C2CC(c3ccc(C)cc3)=NN21 (stereo not given)	2
OCC1(Cc2ccccc2)CCN(Cc2ccc3ccccc3n2)CC1	-2
O=C1CC(NCc2ccc3c(c2)OCO3)C(=O)N1c1ccc(OC(F)(F)Cl)cc1 (stereo not given)	5
Cc1ccc(NC(=O)CSc2nc(C)c(Cc3ccccc3)c(=O)[nH]2)cc1	1
Cc1ccc(OCC(=O)Nc2ccc(N3CCN(C)CC3)cc2)cc1C	0
COCC(=O)Nc1cc(C(=O)NCCCc2cccnc2)cc2ncn(CCc3ccccc3)c12	11
CCN(CC)c1ccc(/C=C2/SC(=O)N(Cc3cccc([N+](=O)[O-])c3)C2=O)c(OC)c1	2
CC1CCCN(CCCNC(=O)c2ccc3c(c2)N(Cc2ccccc2F)C(=O)c2ccccc2S3(=O)=O)C1 (stereo not given)	-6
COc1ccc(/C=N\N=C(/N)SCc2c(Br)c(=O)n(-c3ccccc3)n2C)cc1	-2
COc1ccc(N2CCN(C(=O)c3ccc4c(Cl)c5c(nc4c3)CCCC5)CC2)cc1	-3
Cc1ccc(N(CC(=O)Nc2ccc(Br)c(C)c2)S(=O)(=O)c2cccs2)cc1	-4
Cc1ccccc1CSc1nc2cc(C(=O)NC3CCCC3)ccc2c(=O)n1Cc1ccccc1	1
Cc1ccc(-c2cnc(C3CC3)o2)cc1S(=O)(=O)Nc1cccc(C)c1C	3
NC(=O)c1ccccc1NC(=O)CCN1C(=O)c2ccccc2C1=O	-3
COc1ccc(N(C(=O)c2ccc(C)cc2)S(=O)(=O)c2ccc(Cl)cc2)cc1	2
CCc1nnc(NC(=O)c2nc(SCc3ccc(F)cc3)ncc2Cl)s1	4
COC(=O)c1sccc1NC(=O)Cc1ccccc1C(=O)O	13
O=C(Nc1ccc(Br)cc1)c1cccc2c1-c1ccccc1C2=O	9
Cc1cccc(N2CCN(C(=O)C(C)n3nc(C)n4c(cc5occc54)c3=O)CC2)c1C (stereo not given)	6
O=C(CCCC(=O)OCC(=O)c1ccc(Cl)cc1)Nc1cccc(C(=O)OCC(=O)c2ccc(Cl)cc2)c1	-5
C=CCOc1ccccc1NC(=O)c1ccccc1OC	10
COc1ccccc1C1Nc2ccccc2-c2nnc(SCc3ccccc3F)nc2O1 (stereo not given)	-2
O=C1N=C2C(C(=O)C1c1ccccc1)C(=O)N(c1ccccc1)C(=O)N2c1ccccc1 (stereo not given)	5
COC(=O)C(C)Sc1nc2ccccc2[nH]1 (stereo not given)	5
CCn1c(C2CC(=O)N(Cc3ccc(OC)cc3)C2)nc2ccccc21 (stereo not given)	8
O=C1CC(C(F)F)=Nc2ccccc2N1	7
COc1ccc(Nc2cc([N+](=O)[O-])c(Nc3ccc(OC)cc3)c([N+](=O)[O-])c2C(=O)N2CC(=O)Nc3ccccc32)cc1	8
Cc1cccc(Cn2c(=O)n(CCc3ccccc3)c(=O)c3c(C)c(C)sc32)c1	0
CCN(CC)CCOC(=O)C(Cc1ccco1)Cc1cccc2ccccc12 (stereo not given)	2
O=C(Nc1cccnc1)c1ccc2nc(-c3ccccc3)c(-c3ccccc3)nc2c1	1
Cc1ccc(-n2c(SCC(=O)O)nc3sc4c(c3c2=O)CCCC4)cc1	-3
CCOc1ccccc1C(=O)NC1(C(F)(F)F)C(=O)N=C2C1C(=O)NC(=O)N2c1ccc(F)cc1 (stereo not given)	2
COc1ccc(NC(=O)CN(C)S(=O)(=O)c2ccc3c(c2)CCCN3C(C)=O)cc1Cl	4
CCCCn1c(=N)n(CCCOc2ccccc2)c2ccccc21	-4
C=CCn1c(COc2ccc3ccccc3c2)nnc1SCC(=O)Nc1cccc(C)c1	4
Cc1cc(C)nc(SCc2nnc(SCC(=O)Nc3ccccc3)n2C)n1	-2
Cc1ccc(C(=O)Nc2cccc(N3CCCC3)c2)cc1	-2
Brc1cccc(CSc2ncnc3nc[nH]c23)c1	-11
COC(=O)c1ccc(NC(=O)C2CC(=O)OC2c2ccccc2)cc1 (stereo not given)	8
Cc1sc2c(c1C)c(=O)n(Cc1ccccc1)c(=O)n2Cc1ccc(F)cc1	2
Cc1ccccc1C(O)(C(=O)NN(c1ccccc1)c1ccccc1)c1ccccc1C	-2
CCc1ccc(S(=O)(=O)c2cn(C)c3cc(OC)c(OC)cc3c2=O)cc1	1
CCOc1ccc(C(=O)C2C(=O)C(=O)N(Cc3ccco3)C2c2ccc(C(C)(C)C)cc2)cc1 (stereo not given)	4
Cc1ccc(NC(=O)Cn2nnc(-c3nc(-c4ccncc4)no3)c2N)c(C)c1	-3
Cc1ccc(C(=O)C2C(=O)C(=O)N(c3cccc(C(=O)O)c3)C2c2ccccc2[N+](=O)[O-])cc1 (stereo not given)	-7
Cc1cccc(CN2CCc3[nH]nc(-c4ccc5c(c4)OCO5)c3C2)n1	8
CCOC(=O)c1c(C)n(C)c2cc(Br)c3oc(=O)n(C)c3c12	-11
COc1cc(/C=C2\SC(=O)N(Cc3ccccc3Cl)C2=O)cc(Cl)c1OCC(=O)O	-1
O=C(c1ccc(OC2CCN(C(=O)C3CC3)CC2)cc1)N1CCN(c2ccccn2)CC1	-3
CCn1cc(C(=O)N2CCCC(C(=O)c3ccc4ccccc4c3)C2)cn1 (stereo not given)	68*
COC(=O)c1cc2sccc2n1Cc1nc(-c2cccc(Br)c2)oc1C	1
Nc1cnn(Cc2ccccc2Cl)c1	1
COc1ccc(CNC(=O)C2CCCCC2)cc1	-2
CCOC(=O)c1cc(C)n(CC2CCC(C(=O)Nc3ccc(C(C)=O)cc3)CC2)c1C (stereo not given)	-1
Cc1ccc2nc(N=C3N=C(CSc4nnnn4-c4ccccc4)CC(=O)N3)nc(C)c2c1	0
Later entries.
SMILES	ROC1-CUL1 inh
COCC(=O)N(C)C1CCCN(CCCc2ccccc2)C1 (stereo not given)	8
O=C(CCS(=O)(=O)c1cc2c(cc1Cl)NC(=O)CO2)NCCc1ccc(Cl)cc1	-4
CC1=NC(Br)=C(C#N)C(=S)C1	-7
CC(C)(C)C(=O)COC(=O)c1ccccc1NC(=O)c1ccco1	6
O=C(COc1ccccc1)Nc1ccc(O)cc1	-6
C=CCn1c(C2CC(=O)N(CC(C)C)C2)nc2ccccc21 (stereo not given)	-3
CCOC(=O)C1(CC2CC2)CCN(Cc2cnc(-c3ccc(OC)cc3)nc2)CC1	7
CCC1CCc2c(sc(NC(=O)c3c(-c4ccccc4)noc3C)c2C(N)=O)C1 (stereo not given)	-10
CCOC(=O)c1cc(-c2ccc(OC)cc2)oc1C	5
COc1ccc(-n2ccn3c(CC(C)(C)CC(=O)O)nnc3c2=O)cc1	-2
CCCCn1c(CN2CCN(c3nc(C)cnc3C)CC2)cnc1S(=O)(=O)CC	-1
O=C1Oc2ccccc2C(=Nc2cccc3cccnc23)C1[N+](=O)[O-] (stereo not given)	4
CCOc1ccccc1CNS(=O)(=O)c1ccc2c(c1)C(C)(C)C(=O)N2C	3
CC1=NC(=NC(=O)Cc2ccccc2)NC(=O)C1	-6
O=C1N(c2ccccc2)C(c2ccco2)C1(F)F (stereo not given)	5
Cc1ccc(C(=O)NCC(c2cccs2)S(=O)(=O)c2cccs2)cc1C (stereo not given)	-6
O=C(Nc1ccccc1C(F)(F)F)c1cc(-c2ccc3c(c2)OCCO3)on1	-1
Cc1ccc(/C=C/C(=O)N2CCN(c3ccc(C4=NNC(=O)CC4C)cc3)CC2)cc1 (stereo not given)	1
CC(C)OC(=O)Oc1ccc2oc(=O)sc2c1	1
COc1cccc(-c2nc3ccc(C(=O)N(C)Cc4c(C)n[nH]c4C)cc3o2)c1	-2
Cn1cc(-c2ccnc(N3CCC(c4nc(-c5ccccc5)no4)CC3)n2)cn1	5
Cn1c(=O)n(C)c2cc(Br)c(Br)cc21	7
CCC(O)c1nc2ccccc2n1Cc1ccc(F)cc1 (stereo not given)	-1
COc1ccc(NC(=O)CC(C)S(=O)(=O)c2cc3c(cc2C)NC(=O)CO3)cc1OC (stereo not given)	0
COc1cc2c(C(=O)N(C)c3cc(Cl)ccc3OC)cn(CC(C)C)c(=O)c2cc1OC	12
COCCN(CC1CCCN(C2Cc3ccccc3C2)C1)C1CCOCC1 (stereo not given)	4
O=C(NC(Nc1ccc(Cl)cc1Cl)C(Cl)(Cl)Cl)c1ccco1 (stereo not given)	-1
CC(C)(C)c1ccc(OCC(=O)N2CCC(c3nc4ccccc4s3)CC2)cc1	3
CNS(=O)(=O)c1ccccc1C(=O)NNC1NS(=O)(=O)C2CCCCC12 (stereo not given)	11
COCc1cc(C)nc2sc3c(c12)NC(c1ccc(O)cc1)N(c1ccc(C)cc1)C3=O (stereo not given)	-1
CCC1CN(CCNC(=O)CCCc2cccs2)Cc2cc(OC)ccc2O1 (stereo not given)	-2
Nc1cc(N)nc(SCC(=O)N2CCN(c3ccc(Cl)cc3)CC2)n1	4
CCN(CC)c1ccc(N=c2ssc3c2-c2ccccc2NC3(C)C)cc1	-10
c1ccc2nc3c(nc2c1)c1ccccc1n3CN1CCOCC1	-6
CCC(=O)c1c(N2CCOCC2)nc(C)c2c1CCCC2	1
CC(=O)NNC(=O)c1ccoc1C	2
CCc1cccc(NC(=O)CN2c3ccccc3S(=O)(=O)c3ccccc32)c1	-8
CCOc1ccc(CN2CCc3nc(N4CCN(c5ccccc5OC)CC4)ncc3C2)cc1OC	-3
COCCC(=O)N(CCN1CCCCC1)CC1CCCN(C2CCCC2)C1 (stereo not given)	-2
CCN(CC)S(=O)(=O)c1ccc2c(c1)c(=O)c(C(=O)NCCc1ccccc1)cn2C	8
Nc1c(C(=O)Nc2ccc(Cl)c(C(F)(F)F)c2)sc2nc(-c3cccs3)ccc12	8
CC(C)c1cc(C(=O)NCCN2Cc3ccccc3OC(c3ccccc3)C2)n(C)n1 (stereo not given)	-8
CC(C)C(=O)Nc1ccc(NC(=S)NC(=O)c2ccc(C(C)(C)C)cc2)cc1	1
CCCS(=O)(=O)c1c(S(=O)(=O)CCC)c2c(C)cc(C)cn2c1C(=O)c1ccccc1	8
c1ccc(-c2nnc(-c3ccccc3)nn2)cc1	0
COc1cccc(/C=N/N2CCN(C3c4ccccc4-c4ccccc43)CC2)c1	-3
CN1CCC(N(C)C(=O)CCC2CCCN(C/C=C/c3ccco3)C2)CC1 (stereo not given)	13
CSc1cn[nH]c(=S)c1SCc1ccccc1	7
CCc1ccc2nc(Nc3nc(CSc4nnc(C)s4)cc(=O)[nH]3)nc(C)c2c1	0
O=C1C(=Nc2ccc(F)cc2)C(N2CCCC2)C(=O)c2ccccc21 (stereo not given)	14
Cc1ncc2c(c1CNC(=O)c1ccc3c(c1)OCO3)CCN(C(=O)c1ccc(N3CCCC3)cc1)C2	1
CCOc1ccc(-n2c(Cc3ccccc3)nnc2SCc2nc(-c3cccs3)no2)cc1	0
Cc1ccc(NC(=O)C(=O)NCC(c2cccnc2)N2CCOCC2)cc1Cl (stereo not given)	-2
C=CCN1N=C(C)C(C)n2c1nc1c2c(=O)n(CC=C)c(=O)n1C (stereo not given)	-2
CCCCn1c(C)c(CC(=O)NCC2COCCO2)c2c1CCCC2=O (stereo not given)	5
COc1ccc(NC(=O)c2c(N)c(C(=O)c3ccc(OC)cc3)n3ccccc23)cc1	-6
CN(C)S(=O)(=O)N1CCC(C(=O)Nc2ccccc2Oc2ccccc2)CC1	13
COCC(=O)Nc1cc(C(=O)NC2CCCCC2)ccc1Cl	-2
Cc1cc(Br)ccc1NC(=O)c1cc2c(=O)n(C)c3cc(Cl)ccc3c2s1	-1
COc1cccc(-c2cc(C(=O)O)c3c(ccc4ccccc43)n2)c1OCc1cccc(Cl)c1	2
Additional records
SMILES	ROC1-CUL1 inh
Cc1ccc(C(=O)Nc2cccc(Oc3ccc(C(=O)O)c(C(=O)O)c3)c2)cc1	1
CCOc1ccccc1NC(=O)CSc1ccc2nnc(CCNS(=O)(=O)c3ccccc3)n2n1	3
Cn1c(=O)c2cc(C(=O)NCCCN3CCN(c4ccccc4F)CC3)sc2c2ccccc21	-2
O=c1c(N=Nc2c(Cl)cccc2Cl)c(-c2ccc([N+](=O)[O-])cc2)[nH]n1-c1ccccc1	13

Assay outcomes: PubChem, Icahn School of Medicine at Mount Sinai
